# Bioassay records deposited in PubChem by National Center for Advancing Translational Sciences (NCATS).
# Nrf2 ARE act = Nrf2 pathway activation. hit rate 0.31% among 410,000. AREc32 ARE-luciferase reporter (MCF7-derived line), luminescence, 24 h. Potency, µM (titrated, usually from 46.1 µM), inactives show at the top dose activation, hits mostly activators; note: potency is the fitted concentration of half-maximal effect; % of control where 0% means no effect; nearly all actives have a fitted effect of over 65% in size
#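 Cells of the AREc32 ARE-luciferase line are plated in OPTI-MEM containing 5% FBS and left overnight at 37 deg C. Compounds are pinned in, incubation continues 24 hr, and firefly luciferase signal is then measured.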
# TGFb inhibitor = inhibitors of TGF-b signaling; hit rate 1.2% among 410,000; HepG2 CAGA-GFP TGF-b/SMAD3 reporter, GFP fluorescence, 18 h; TGF-beta stimulated, 500 pg/mL final; AID 588855; Potency, µM (titrated, usually from 46.1 µM), without a hit: at the highest dose activity, negative = inhibition, actives largely listed as inhibitors; note: potency is the fitted concentration of half-maximal effect; % is set by controls: 0 for no effect and ±100 for the full control effect; nearly all actives have a fitted effect of over 65% in size
#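 HEPG2 CAGA-GFP reporter cells (1000/well, DMEM with 1% FBS) received compounds, then recombinant TGF-beta at 500 pg/mL final for 18 hours at 37 degrees C. Per-cell GFP summed per well was normalised to unstimulated and stimulated DMSO controls before curve fitting.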
# MmCpn inh = blocks the Methanococcus maripaludis chaperonin Mm-Cpn; purified Mm-Cpn ATPase, ADP Transcreener TR-FRET; Potency, µM (titrated, usually from 76.9 µM), for the others: at the top dose activity, negative = inhibition, actives largely listed as inhibitors; hit rate 0.031% among 330,000; AID 504842; note: potency is the fitted concentration of half-maximal effect; % is set by controls: 0 for no effect and ±100 for the full control effect; nearly all actives have a fitted effect of over 80% in size
#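 Measured: ADP formation by purified Mm-CPN. Conditions: 25 nM protein, 10 uM ATP, Tris pH 7.4 with Mg2+, K+ and DTT, 37°C for 30 min. Detection: Transcreener HTRF after 30 min at room temperature.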
# A549 tox = A549 cytotoxicity, counter-screen for Nrf2 inhibitors. Potency, µM (highest dose often 46 µM), without a hit: at the highest dose activity change, negative = cytotoxicity, most hits filed as inhibitors. A549 ARE-Fluc cells, CellTiter-Fluor viability, 18-24 h. hit rate 0.16% among 390,000. AID 504648; note: potency is the fitted concentration of half-maximal effect; % is set by controls: 0 for no effect and ±100 for the full control effect
#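 A549 ARE_Fluc cells in 5% FBS OPTI-MEM were exposed to compounds in concentration-response for 18-24 h at 37 deg C. Viability was read by CellTiter-Fluor fluorescence (Ex 405/Em 525) after 30 min, before the luciferase read.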
# Nrf2 block = blocks Nrf2 signaling; A549 ARE-Fluc reporter, luciferase luminescence, 18-24 h; Potency, µM (series often up to 46 µM), without a hit: top-dose activity change, negative = inhibition, most hits filed as inhibitors; hit rate 2.1% among 360,000; AID 504444; note: potency is the fitted concentration of half-maximal effect; % is set by controls: 0 for no effect and ±100 for the full control effect; nearly all actives have a fitted effect of over 60% in size
#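 In this cell-based qHTS, ARE-driven firefly luciferase in A549 cells reports Nrf2 activity; the luminescent signal after BugLite lysis is the measured value, with a prior CellTiter-Fluor read for cell health.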
# pAkt inh = Akt phosphorylation inhibition; activity change, % for hits at 50 µM; AID 651550; hit rate 0.32% among 360,000; Neuro2A IGF-stimulated pAkt S473 HTRF, 20 min; stronger effect = lower value; in the data active = activity change below about -80%; inconclusive = mostly about -51% to -80%; note: % is set by controls: 0 for no effect and ±100 for the full control effect
#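 Neuro2A cells (4,500/well, DMEM with 0.5% FBS) were treated with compound at a single 50 µM final concentration, stimulated with 6 nM IGF for 20 min at 37 °C, and lysed. Phospho-Akt Ser473 was read by HTRF as 665/615 ratio ×10^4.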
# HepG2 tox = HepG2 cytotoxicity, counter-screen for TGF-b inhibitors | HepG2 CAGA-GFP viability, ATP luminescence, 18 h | Potency, µM (top dose mostly 46.1 µM), inactives show top-dose activity change, negative = cytotoxicity, hits mostly cytotoxic | hit rate 0.76% among 410,000; note: potency is the fitted concentration of half-maximal effect; some results filed as inactive show a strong effect at the top dose
#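 CellTiter-Glo luminescence gave cytotoxicity after 18 hours at 37 degrees C. The cells were HepG2 CAGA-GFP in 1% FBS DMEM, stimulated with 500 pg/mL TGF-beta after compound addition. %Activity was normalised to no-cell wells (complete cell-killing) and DMSO (no toxicity), and curves were fitted and classified.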
# CCT chaperon mod = modulators of cytosolic chaperonin (CCT/TRiC) activity; purified chaperonin ATPase assay, HTRF ADP detection, 30 min; activity change, % (concentration not given with the values), hits read low; hit rate 0.3% among 360,000; AID 651819; in the data active = activity change below about -30%; note: % is set by controls: 0 for no effect and ±100 for the full control effect
#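 Nucleotide hydrolysis assay: TRiC at 20–40 nM final (set by batch activity) with 10 uM ATP, 30 min at 37 °C, in presence of 76 uM compound. Detection by competitive ADP HTRF, 30 min ambient.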
# ATXN viability = cell viability loss in ATXN counter-screen | S2 cells (HEK-293 line with an ATXN2-luciferase reporter) viability, CellTiter-Fluor protease fluorescence, 24 h | Potency, µM (doses to about 56.7 µM), most hits filed as cytotoxic | hit rate 0.49% among 400,000; note: potency is the fitted concentration of half-maximal effect; nearly all actives have a fitted effect of over 40% in size
# An asterisk follows results filed as active; i = inactive; u = inconclusive; x = no result given; & = joins results of further samples; [ ] = another dose, or the depositor's remark. Unless noted, calls come from the whole dose curve; as a rule, active = well fitted curve in the direction sought with a large enough effect; inconclusive = small, poorly fitted or top-dose-only effect, or another doubt; inactive = no such curve, though single readings can be large; an effect the other way counts as inactive or inconclusive.
SMILES,Nrf2 ARE act,TGFb inhibitor,MmCpn inh,A549 tox,Nrf2 block,pAkt inh,HepG2 tox,CCT chaperon mod,ATXN viability
CC(=O)NC(CCS(C)(=O)=O)C(=O)Nc1cc(C)ccc1C (stereo unspecified),1.9%,-2%,-2%,13%,5%,i,-27%,-2.6,i
Cc1ccc(NC(=O)COC(=O)c2cc(=O)c3cc(F)ccc3o2)cc1,0.3%,4%,-1%,4%,10%,i,0%,-0.7,i
CCCc1cc(O)c2c(C)cc(=O)oc2c1,1.9%,u,-11%,-1%,2%,i,-24%,-0.9,i
N#Cc1ccccc1NC(=O)c1ccccc1OCC(=O)Nc1ccc2c(c1)oc1ccccc12,3.3%,-24%,x,3%,u,i,-16%,-6.9,i
COCCn1c(SCC(=O)c2ccc(Cl)cc2)nnc1C(C)C,u,-16%,-3%,-23%,-14%,i,-8%,-0.3,i
CC(=O)N1CCc2c(sc3c2c(=O)n(-c2ccccc2)c(=O)n3CC(=O)c2ccccc2)C1,0.2%,u,x,-2%,7%,x,-14%,x,i
CC(=O)C1C(=O)CC(c2ccc(Cl)cc2)CC1=O (stereo unspecified),-0.8%,3%,-2%,-4%,-22%,i,-15%,0.9,i
Cc1noc(-c2ccc(C(F)(F)F)cc2)c1NC(=O)Nc1ccc(Cl)cc1,-0.4%,-27%,2%,u,u,i,-18%,-0.3,u
CC1CCN(Cc2cc(=O)oc3ccc(C(C)C)cc23)CC1,-0.2%,-9%,1%,17%,-5%,i,-13%,-2.0,i
CCC(CC)c1nnc(NC(=O)c2ccc([N+](=O)[O-])cc2)s1,2.6%,4%,0%,-13%,4%,i,3%,-0.8,i
CCN(C(=O)CO/N=C/c1ccc(OC)cc1OC)c1c(N)n(Cc2ccccc2)c(=O)[nH]c1=O,3.3%,-6%,-2%,2%,-6%,i,-1%,2.7,i
COc1cc(Cl)c(NC(=O)CCS(=O)(=O)c2cc3c(cc2Cl)NC(=O)CO3)c(OC)c1,0.8%,5%,x,7%,u,x,1%,x,i
CCOc1ccc(CNc2ccc(N3CCCC3)cc2)cc1,-0.6%,u,-10%,-16%,15%,i,-32%,-0.8,i
CCC(C)(C)n1nnnc1C(c1cc2ccc(OC)cc2[nH]c1=O)N1CCN(C2CCCCC2)CC1 (stereo unspecified),1.5%,u,1%,u,x,x,-24%,1.5,u
CC(C)C[C@H]1CN([C@@H](Cc2ccc(O)cc2)CN2CCC[C@H]2CN2C(=O)C(=O)NC[C@@H]2Cc2ccccc2)C(=O)C(=O)N1CC1CCCCC1,0.0%,x,x,x,x,i,x,0.7,u
Cc1ccc(OCC(=O)NCCCNC(=O)c2cnccn2)cc1C,0.6%,-3%,-1%,-7%,-24%,i,13%,2.1,i
CC1(C)NC(=O)N(c2ccc([N+](=O)[O-])c(C(F)(F)F)c2)C1=O,2.0%,0%,-4%,3%,-27%,i,8%,-1.6,i
Cc1ccc(S(=O)(=O)C2(C(=O)NC3CCCCC3)CC2)cc1,-0.2%,14%,-5%,7%,23%,i,1%,-0.2,i
Cc1c(C(=O)Nc2ccccc2Cl)oc2ccc(S(=O)(=O)N3CCCCC3)cc12,0.2%,-14%,x,-14%,x,x,-10%,x,x
CCc1ccc(NC(=O)Cn2nnc(C(=O)NCc3ccco3)c2N)cc1,2.0%&-1.2%,0%&-14%,-1%,-5%&0%,12%&2%,i,0%&0%,2.0,i
CCN(c1ccc(OCC(=O)OCC(=O)c2c(N)n(C)c(=O)n(C)c2=O)cc1)S(=O)(=O)c1ccccc1,0.5%,2%,2%,7%,-1%,i,-3%,-0.9,i
CCCc1cc(-c2n[nH]c(C(=O)OCC)c2-c2cscn2)c(O)cc1O,-1.1%,u,0%,-12%,29µM*,i,-48%,-2.3,i
COc1cc(/C=N/NC(=O)Cn2cnc3c2c(=O)n(C)c(=O)n3C)ccc1O,-0.1%,-10%,0%,2%,10%,i,-3%,-2.4,i
CN1C(=O)[C@H]2[C@@H](c3ccc(C(F)(F)F)cc3)N[C@]3(CCCN(Cc4cccn4C)C3=O)[C@H]2C1=O,2.8%,-27%,x,x,x,i,0%,-1.2,i
COc1cc(/C=C/C(=O)OCC(=O)Nc2ccc(S(N)(=O)=O)cc2)ccc1O,-0.3%,1%,-1%,-1%,-14%,i,-2%,-1.2,i

# Six compounds already listed, ordered by the value under Nrf2 block, descending.
Compound	Nrf2 block
Cc1ccc(S(=O)(=O)C2(C(=O)NC3CCCCC3)CC2)cc1	23%
CCOc1ccc(CNc2ccc(N3CCCC3)cc2)cc1	15%
COc1cc(/C=N/NC(=O)Cn2cnc3c2c(=O)n(C)c(=O)n3C)ccc1O	10%
CCC(CC)c1nnc(NC(=O)c2ccc([N+](=O)[O-])cc2)s1	4%
CC1CCN(Cc2cc(=O)oc3ccc(C(C)C)cc23)CC1	-5%
CCN(C(=O)CO/N=C/c1ccc(OC)cc1OC)c1c(N)n(Cc2ccccc2)c(=O)[nH]c1=O	-6%

# More compounds
SMILES,Nrf2 ARE act,TGFb inhibitor,MmCpn inh,A549 tox,Nrf2 block,pAkt inh,HepG2 tox,CCT chaperon mod,ATXN viability
Cc1cc(C(=O)CSc2nnc(N)s2)c(C)n1CCc1ccc(F)cc1,0.8%,-6%,-5%,2%,-17%,i,-31%,-0.5,i
CCOC(=O)N1CCN(C(=O)c2ccc(CS(=O)(=O)c3ccccc3OC)o2)CC1,-0.7%,4%,0%,-4%,7%,i,3%,0.6,i
C=CCn1c(SCCC(=O)O)nnc1-c1cccs1,0.0%,18%,1%,1%,x,i,-10%,0.2,i
CN(c1ccc(C(=O)NCc2cccnc2)cc1)S(=O)(=O)c1ccc(Cl)cc1,-0.3%,-1%,-3%,-3%,u,i,-24%,-1.2,u
COc1ccc(Cc2c(-c3ccccc3)nc3ccc(Br)cn23)c(C)c1,-0.8%,10µM*,x,x,x,i,-19%,1.1,u
CC(C)C[C@H]1CN([C@@H](CC(C)C)CN2CCC[C@@H]2CN2C(=O)C(=O)NC[C@@H]2Cc2ccccc2)C(=O)C(=O)N1CCc1ccccc1,0.7%,u,x,u,u,i,-20%,-0.2,u
Cc1cc(OC(=O)c2c(C)cc(OC(=O)c3c(C)cc(O)cc3O)cc2O)cc(O)c1C(=O)O,-0.8%,-4%,x,-2%,-5%,i,-2%,-2.3,i
COc1ccc(S(=O)(=O)N(C)C[C@H]2Oc3ncc(-c4ccncc4)cc3C(=O)N([C@@H](C)CO)C[C@@H]2C)cc1,-0.5%,4%,x,x,x,i,16%,-1.2,i
O=C(COc1ccccc1)Nc1ccc(CN2CCCCC2)cc1,4.1%,-11%,-4%,u,2%,i,0%,0.4,i
Cc1ccsc1/C=N/N1CCN(Cc2ccccc2)CC1,0.6%,25%,1%,3%,u,i,28%,-2.5,i
COc1cc(C2C(=O)N(C3CCC(C)CC3)CC(=O)N2CCc2ccc(Cl)cc2)ccc1OC(C)C (stereo unspecified),-0.1%,u,x,-2%,x,x,-3%,x,x
COc1ccc(C2/C(=C(/O)c3ccc(C)cc3)C(=O)C(=O)N2CCCN2CCOCC2)cc1 (stereo unspecified),0.0%,-1%,u,-5%,2%,i,-43%,0.6,i
CC1(C)CC2(C)OCCN2C(=S)N1 (stereo unspecified),-1.2%&2.3%,-3%&-16%,2%,-5%,u,i,1%&4%,-0.4&1.2,i
C=C(C)Cn1c2ccc(NC(=O)CCc3cccc(Cl)c3)cc2c(=O)n1C,-0.5%[9.22 µM],-15%,x,x,x,i,-18%,1.1,u
CC1CCCC(NC(=O)C2CCC(CNc3c(N4CCCCC4)c(=O)c3=O)CC2)C1C (stereo unspecified),-0.1%,0%,1%,-1%,-4%,i,-12%,-0.8,i
O=C(CN1CCc2cc3c(cc2C1)OCCCO3)Nc1c(F)cccc1F,-0.7%,-8%,1%,6%,u,i,-2%,0.5,i
Cn1c(Cn2nnc3ccccc32)nnc1SCC(N)=O,-0.7%,11%,1%,-8%,-3%,i,-2%,-0.9,i
CCCc1c(O)c2ccccc2[nH]c1=O,-0.6%,4%,-1%,-7%,-1%,i,-4%,-0.7,i
C=CCN1N=C(c2ccc(Cl)s2)CSC1=O,-0.6%,-9%,-1%,1%,-5%,i,-13%,1.8,i
CC1=C(C(=O)c2ccccc2)C(c2ccc(O)cc2)NC(=S)N1 (stereo unspecified),-0.6%,-24%,-1%,0%,0%,i,-17%,-0.1,x
COc1ccc(CC(=O)Nc2cccc(S(=O)(=O)N3CCCCCC3)c2)cc1OC,2.3%,u,0%,u,1.8µM*,i,2%,-0.4,i
CCNC(=O)C1(C)CCCN1Cc1ccccc1Cl (stereo unspecified),0.0%[9.22 µM],-6%,x,x,x,i,1%,-0.4,i

# Structures listed so far that contain a nitro group on carbon (two):
SMILES,Nrf2 ARE act,TGFb inhibitor,MmCpn inh,A549 tox,Nrf2 block,pAkt inh,HepG2 tox,CCT chaperon mod,ATXN viability
CCC(CC)c1nnc(NC(=O)c2ccc([N+](=O)[O-])cc2)s1,2.6%,4%,0%,-13%,4%,i,3%,-0.8,i
CC1(C)NC(=O)N(c2ccc([N+](=O)[O-])c(C(F)(F)F)c2)C1=O,2.0%,0%,-4%,3%,-27%,i,8%,-1.6,i
